DYRK1A inh = blocks rat Dyrk1A kinase activity; Q63470; ADP-Glo luminescence, NFATc1 peptide; inhibition, % at 12.5 µM; actives 0.43% (n = 310,000); in the data active = inhibition above about 50%;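 note: plate controls were vehicle with enzyme for no effect and no enzyme for full effect; many of its hits are not listed in these tables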
HSP90 refold inh = inhibitors of HSP90 luciferase refolding in rabbit reticulocyte lysate; luciferase refolding luminescence, 3 h; inhibition, % at 5.6 µM; actives 0.91% (n = 290,000); AID 1789;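 active = inhibition above the screen-wide mean plus 3 SD, computed separately per campaign, cut at about 16% in these data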;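 note: 0% = DMSO wells and 100% = 60 µM geldanamycin wells; inhibitors lower the luminescence because luciferase stays unfolded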
GSK3 alpha inh = human GSK-3 alpha kinase inhibition | P49840 | ADP-Glo luminescence, 60 min | actives 0.1% (n = 320,000) | inhibition, % at 10 µM;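 in the data active = inhibition above about 50%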;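 note: GST-tagged GSK-3 alpha with peptide substrate and 25 µM ATP; 0% = DMSO neutral wells and 100% = GW8510 positive control wells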
Target sequence (P49840 whole entry, looked up): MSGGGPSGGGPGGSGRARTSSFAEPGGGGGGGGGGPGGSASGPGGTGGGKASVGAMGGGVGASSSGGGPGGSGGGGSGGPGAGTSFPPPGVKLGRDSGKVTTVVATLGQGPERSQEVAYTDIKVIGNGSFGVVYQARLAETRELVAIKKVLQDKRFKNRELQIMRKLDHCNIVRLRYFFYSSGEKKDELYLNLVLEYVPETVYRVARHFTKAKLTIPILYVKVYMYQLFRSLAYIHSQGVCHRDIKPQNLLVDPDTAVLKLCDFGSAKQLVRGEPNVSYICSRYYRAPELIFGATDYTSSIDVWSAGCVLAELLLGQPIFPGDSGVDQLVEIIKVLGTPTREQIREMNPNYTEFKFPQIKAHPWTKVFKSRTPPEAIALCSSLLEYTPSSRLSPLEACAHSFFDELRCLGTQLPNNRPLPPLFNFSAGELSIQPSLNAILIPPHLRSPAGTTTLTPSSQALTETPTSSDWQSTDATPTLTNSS
PolyA inhibitor = yeast polyadenylation inhibition; S. cerevisiae SKY197-pL101 polyadenylation reporter, beta-gal luminescence; efflux-impaired pdr1/pdr3 knockout yeast; score 100 = 6 SD above DMSO; calls only at 12 µM; actives 0.02% (n = 300,000);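 active = lowest replicate activity score at least 50, where 100 means six control SD above control mean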;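 note: yeast exposed to compound for 9 h at 30 °C; higher score means more reporter readthrough which indicates perturbed polyadenylation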
GSK3beta inhib = human GSK3beta kinase inhibition. P49841. GST-GSK3beta kinase, ADP-Glo luminescence, 60 min; stronger effect = lower value. activity score (negative = inhibition), % at 10 µM. actives 0.038% (n = 300,000). AID 2097;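 active = more than half of replicate wells score below -50%, meaning over 50% inhibition versus plate controls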;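 note: 0% = median DMSO wells and -100% = median GW8510 positive control wells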
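Test system – GST-tagged human GSK3beta kinase, cell-free · Incubation – 60 min enzyme reaction, room temperature · Signal – ADP-Glo luminescence · Also added – peptide substrate and ATP at 25 µM · Controls – DMSO neutral wells and GW8510 at 20 µM as positive · Buffer or medium – Tris/MgCl2 kinase buffer · Measure – Luminescence-derived activity versus plate DMSO and GW8510 wells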
Platelet DG rel = platelet dense granule release activity; human platelet-rich plasma, SFLLRN dense granule ATP release, luminescence; inhibition, %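 (compounds screened at 7.5 µM in platelet-rich plasma)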; actives 0.22% (n = 300,000); AID 1663;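 active = mean replicate score, as percent of positive control, at or above 50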
HSF1 activator = increases HSF-1 driven luciferase reporter signal; activation, % at 9 µM; NIH3T3-HGL HSF-1 luciferase reporter, MG132, 8 h; 100% = twice DMSO control signal; actives 1.7% (n = 300,000);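 active = mean replicate activation of at least 50% with a set share of replicates each reaching 50%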;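 note: 0% = median of the neutral control wells and 100% = twice that signal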
HDAC3 inhib = inhibitors of human histone deacetylase 3; O15379; recombinant HDAC3, fluorogenic peptide/trypsin coupled, fluorescence; inhibition, % at 8.3 µM; actives 0.15% (n = 320,000); in the data active = inhibition above about 26%, passing the limit was not always enough
Target sequence (O15379 whole entry, looked up): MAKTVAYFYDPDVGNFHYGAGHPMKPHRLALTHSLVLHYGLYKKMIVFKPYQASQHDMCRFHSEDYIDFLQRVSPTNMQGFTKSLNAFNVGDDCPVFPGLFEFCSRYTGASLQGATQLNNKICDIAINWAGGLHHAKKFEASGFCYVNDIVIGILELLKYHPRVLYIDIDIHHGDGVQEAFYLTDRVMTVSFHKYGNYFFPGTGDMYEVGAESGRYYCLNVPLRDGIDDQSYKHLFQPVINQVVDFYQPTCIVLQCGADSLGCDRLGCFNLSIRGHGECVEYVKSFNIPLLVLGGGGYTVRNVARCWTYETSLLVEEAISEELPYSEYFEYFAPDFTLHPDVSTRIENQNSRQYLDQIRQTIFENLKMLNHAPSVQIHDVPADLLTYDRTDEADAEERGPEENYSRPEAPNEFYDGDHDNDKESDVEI
AI-2 QS mod = modulates the Vibrio harveyi AI-2 quorum sensing system; Vibrio harveyi JMH597 AI-2 luminescence/OD600 ratio, 9 h; stronger effect = lower value; strain lacks LuxN and CqsS sensors; 0 = neutral-control median; activity change, % at 7.5 µM; actives 0.4% (n = 300,000); AID 2094; in the data active = activity change below about -75%, passing the limit was not always enough;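 note: luminescence divided by OD600 gain over 9 h not by final OD600 alone; inactives centre near 13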
HSF1 inh = HSF1 inhibition; actives 0.77% (n = 300,000); activity change, negative = inhibition, % at 7.5 µM (by protocol); NIH3T3-HGL HSE-luciferase, MG132-induced, luminescence 8 h; stronger effect = lower value;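 active = more than half of replicate wells show activity change below -50%, luminescence cut by over half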;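 note: luciferase reports HSF-1 transcriptional activity via heat shock element; 0% = median of DMSO wells and -100% = zero luminescence signal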
Active calls of the source: *; i = inactive; nt = not tested or not shown. Some of the compounds tested; the hit share may differ from the screen's.

SMILES	DYRK1A inh	HSP90 refold inh	GSK3 alpha inh	PolyA inhibitor	GSK3beta inhib	Platelet DG rel	HSF1 activator	HDAC3 inhib	AI-2 QS mod	HSF1 inh
O=C(Cc1ccccc1)N/N=C/c1ccccc1OCc1ccc(Cl)cc1	4	-1	-1	i	-5	-5	34	4	-6	29
N=c1ccn2c(n1)OC1C(O)C(CO)OC12 (centres undefined)	14	-4	0	i	3	8	6	-2	6	6
CN(C)c1ccc(/C=C2\CCCCC2=O)cc1	6	4	nt	i	1	6	3	13	-33	3
CC(C)CC(=O)NC(NC(=S)Nc1cccc2cccnc12)C(Cl)(Cl)Cl (centres undefined)	3	2	-1	i	-1	-1	30	3	9	17
COc1ccc(CN(C)C(=O)c2cc(S(=O)(=O)N3CCCCCC3)ccc2OC)cc1OC	5	-1	0	i	2	-20	8	-1	6	-4
Cc1ccc(-c2c(C)c(-c3ccc(F)cc3)nc(N)c2C#N)o1	-3	1	-2	i	-1	-1	0	-5	3	2
Cc1ccccc1NC(=O)N1CCN(C(=O)c2ccco2)CC1	4	0	-2	i	-2	-2	-5	-2	9	0
COc1cc(C=O)c(Br)cc1OCC(=O)NCCc1ccccc1	-70	-3	-3	i	2	-6	12	6	2	4
CCOc1ccccc1NC(=S)N1CCN(c2ccccc2F)CC1	5	11	-1	i	7	11	24	-3	12	11
O=c1c(S(=O)(=O)c2ccc(Cl)cc2)cn(Cc2cccc(F)c2)c2ccc(F)cc12	6	-3	0	i	3	14	14	-8	20	14
OCCN1CCN(c2ncnc3c2c(-c2ccccc2)cn3-c2ccc(F)cc2)CC1	-4	-1	-4	i	-4	-1	-4	-2	16	-6
Cn1c(SCC(=O)N2CCCC2)nnc1-c1ccc(S(=O)(=O)N2CCCC2)cc1	-4	-1	nt	i	-3	1	-2	nt	16	4
O=C(CCc1ccncc1)N1CCCC(Nc2ccc(F)cc2)C1 (centres undefined)	0	-2	-1	i	-1	2	0	2	9	-6
COc1ccc(NC(=O)CCc2c(C)nc3nc(CNC(=O)c4cccc(F)c4)nn3c2C)cc1OC	2	4	-3	i	-1	-1	28	1	3	7
CC(=O)Nc1nccc(-c2cc(-c3ccccc3)no2)n1	nt	-4	-1	i	-3	-45	23	4	8	10
Cc1ccc(CC2S/C(=N/c3ccccn3)NC2=O)cc1 (centres undefined)	2	-2	-1	i	2	20	12	0	4	1
O=C(Cn1cnc2c(nnn2Cc2ccc(Cl)cc2)c1=O)N1CCN(c2ccccc2)CC1	3	-2	-1	nt	nt	nt	nt	1	nt	nt
O=C(COC(=O)CNC(=O)C1CCCCC1)Nc1ccc2c(c1)OCCO2	nt	0	5	i	7	2	-2	-4	27	-6
CCCS(=O)(=O)Nc1ccc(-c2cn3c(n2)SCC3)cc1	-4	-4	-1	i	-3	-4	11	1	36	1
Cc1cc(NC(=O)NCC(F)(F)F)no1	9	2	1	i	0	13	-7	-4	-13	-1
COC(=O)c1ccc(CN2CCCC(C(=O)c3ccccc3OC)C2)cc1 (centres undefined)	-1	-2	-5	i	0	0	-2	0	20	-3
CCn1c(SCC(=O)Nc2ccc3c(c2)OCCO3)nnc1-c1cccs1	-1	-2	nt	i	4	0	5	-1	-2	5
COc1ccc(Br)cc1/C=N/NC(=O)CN1CCCCC1	-2	-3	3	i	-2	-6	4	5	26	3
O=C(c1cc(S(=O)(=O)N2CCOCC2)ccc1Cl)N1CCOCC1	8	-1	1	i	-5	-1	-5	1	10	1
O=C(NCCO)c1ccc2c(c1)S(=O)(=O)c1ccccc1C2=O	nt	-4	3	i	1	4	6	4	8	2
SMILES	DYRK1A inh	HSP90 refold inh	GSK3 alpha inh	PolyA inhibitor	GSK3beta inhib	Platelet DG rel	HSF1 activator	HDAC3 inhib	AI-2 QS mod	HSF1 inh
c1ccc(-n2cnnc2SCc2cn3ccsc3n2)cc1	2	0	-3	i	-15	-2	-2	0	16	-11
O=C(Nc1ccc(S(=O)(=O)N2CCCC2)cc1)c1ccc2c(=O)n3c(nc2c1)CCCCC3	-5	2	1	i	1	6	21	6	45	-4
O=C(CN1CCN(c2ccccn2)CC1)Nc1ccc([N+](=O)[O-])cc1C(=O)Nc1ccccc1F	nt	1	6	i	0	5	24	-2	20	10
CCC(C(=O)OCC(=O)Nc1ccc(SC(F)F)cc1)c1ccccc1 (centres undefined)	2	3	nt	i	-2	-9	0	nt	-89*	-2
COc1ccc(OC)c(NC(=O)c2ccc3c(c2)CCN3S(C)(=O)=O)c1	4	-4	-1	i	4	8	-2	0	15	-5
COc1cc(S(=O)(=O)N2CCCC2)c(C)cc1C	-1	-3	-2	i	0	-8	nt	0	10	nt
O=C(NCCCn1ccnc1)C(=O)c1cn(CC(=O)N2CCCCCC2)c2ccccc12	-3	0	-2	nt	1	nt	nt	-13	9	nt
COc1ccccc1CC(NC(C)=O)C(=O)NC1CCN(C(=O)Nc2cccc(F)c2)CC1 (centres undefined)	-4	2	nt	i	1	-2	2	nt	11	1
CC(NC(=O)NC1CCCCC1)C(c1cccs1)N1CCN(Cc2ccccc2)CC1 (centres undefined)	9	1	-3	i	1	8	-6	4	17	-5
Cc1ccc(S(=O)(=O)N2CCC(C(N)=O)CC2)cc1[N+](=O)[O-]	11	1	-3	i	2	10	-41	0	14	-22
CCOc1ccccc1NC(=O)CSc1nnc(CNC(=O)COc2ccc(Cl)cc2)o1	10	-4	6	i	5	0	10	-6	21	10
COc1ccccc1C(N)=S	-10	-4	-4	i	-1	17	21	2	6	13
CC(=O)c1sc(NC(=O)CCCOc2ccc(Cl)cc2)nc1C	5	1	-1	i	-1	-7	nt	-3	7	nt
COc1ccc(C)cc1-n1nnnc1SCC(=O)c1ccc2c(c1)OCCO2	4	0	-2	i	0	-3	-1	-8	18	-1
CC/C(CC(=O)C(F)(F)F)=N\NC(=O)/C(C#N)=C/N(C)C	2	2	-1	i	1	0	-2	2	33	-7
CCOC(=O)N1CCN(C(=O)CSc2nc3c([nH]c4ccccc43)c(=O)n2CC)CC1	-3	3	0	i	0	-9	6	-7	-2	10
CCCC(=O)N(CCN1CCOCC1)c1nc2c(OC)ccc(C)c2s1	4	1	2	i	1	-13	2	4	4	9
COc1cccc(CC(NC(C)=O)C(=O)NC2CCN(c3c(Cc4ccccc4)c(C)nc4ncnn34)CC2)c1 (centres undefined)	-9	-1	-1	i	-1	5	-3	0	5	0
Cc1[nH]nc2c1C(c1ccc(OC(=O)c3ccco3)cc1)C(C#N)=C(N)O2 (centres undefined)	13	1	nt	i	-1	-4	14	5	25	-3
COc1ccc(CCN(C)C(=O)CSc2ncnc3sccc23)cc1OC	-4	3	-3	i	0	2	-7	1	16	-7
CC(C)c1ccc(/C=N/NC(=O)c2c(Cl)cnn2C)cc1	-5	3	-2	i	-2	14	27	12	1	21
CNc1nc(-c2c[nH]c3ccccc23)cs1	8	6	1	i	1	-2	3	6	59	-5
CCOc1ccc(N2C(=O)NC(Cc3c[nH]c4ccccc34)C2=O)cc1 (centres undefined)	2	2	-2	i	2	4	5	1	10	1
COc1ccc(C2CC(=O)c3cnc(Nc4cc(C)cc(C)c4)nc3C2)cc1 (centres undefined)	2	2	3	i	-1	-2	2	-4	-22	-15
O=C(CSc1cccc2cccnc12)N1CCCC1	9	-2	6	i	0	11	60*	-13	6	57
SMILES	DYRK1A inh	HSP90 refold inh	GSK3 alpha inh	PolyA inhibitor	GSK3beta inhib	Platelet DG rel	HSF1 activator	HDAC3 inhib	AI-2 QS mod	HSF1 inh
COc1ccc(C(=O)NC2CCCc3c2cnn3-c2cc(F)cc(F)c2)c(OC)n1 (centres undefined)	1	4	-1	i	1	8	41	-4	11	13
CCCC(=O)Nc1ccc(NCc2ccc(C)s2)cc1	8	-1	-2	i	-1	10	2	-2	5	-2
O/N=C(\C[n+]1ccccc1)c1ccc(Br)cc1	0	-5	-2	i	1	2	5	-4	-10	-5
NC(CSC12CC3CC(CC(C3)C1)C2)C(=O)O (centres undefined)	-6	-1	-1	i	3	-8	-7	-6	25	-7
CCc1cc2c(=O)c(-c3ccc4c(c3)OCCO4)coc2c(CN2CCCCC2C)c1O (centres undefined)	3	4	-5	i	52	18	2	-5	21	4
COc1cccc(/C=N/NC(=O)Cn2ccnc2C)c1	0	-3	0	i	0	24	1	-8	28	0
CNNC(=O)C(=O)NNS(=O)(=O)c1ccccc1	2	-4	-2	i	4	-5	-7	-5	28	-6

By substructure, the entries above containing a Cl atom (eight)
SMILES	DYRK1A inh	HSP90 refold inh	GSK3 alpha inh	PolyA inhibitor	GSK3beta inhib	Platelet DG rel	HSF1 activator	HDAC3 inhib	AI-2 QS mod	HSF1 inh
O=C(Cc1ccccc1)N/N=C/c1ccccc1OCc1ccc(Cl)cc1	4	-1	-1	i	-5	-5	34	4	-6	29
CC(C)CC(=O)NC(NC(=S)Nc1cccc2cccnc12)C(Cl)(Cl)Cl (centres undefined)	3	2	-1	i	-1	-1	30	3	9	17
O=c1c(S(=O)(=O)c2ccc(Cl)cc2)cn(Cc2cccc(F)c2)c2ccc(F)cc12	6	-3	0	i	3	14	14	-8	20	14
O=C(Cn1cnc2c(nnn2Cc2ccc(Cl)cc2)c1=O)N1CCN(c2ccccc2)CC1	3	-2	-1	nt	nt	nt	nt	1	nt	nt
O=C(c1cc(S(=O)(=O)N2CCOCC2)ccc1Cl)N1CCOCC1	8	-1	1	i	-5	-1	-5	1	10	1
CCOc1ccccc1NC(=O)CSc1nnc(CNC(=O)COc2ccc(Cl)cc2)o1	10	-4	6	i	5	0	10	-6	21	10
CC(=O)c1sc(NC(=O)CCCOc2ccc(Cl)cc2)nc1C	5	1	-1	i	-1	-7	nt	-3	7	nt
CC(C)c1ccc(/C=N/NC(=O)c2c(Cl)cnn2C)cc1	-5	3	-2	i	-2	14	27	12	1	21

Screening data deposited in PubChem by several laboratories.
